# Source: PubChem
# MT stabilizer: microtubule stabilizers in HeLa cells. HeLa tubulin immunostaining HCS, 24 h; share of cells brighter than vehicle mean+2SD. % tubulin-high responders, % at 10 µM. 200,000 compounds, 0.83% hits;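 active means plate Z-score above 3 for both tubulin-high and condensed-nucleus cell shares, with cell loss under 80%, at 10 µM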;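 further: anti alpha tubulin signal scored within the nucleus-defined area of each cell; some results filed as inactive read as strong as hits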
# Insulin prom up: MIN6 insulin promoter up-regulation; MIN6 insulin promoter-GFP reporter, high-content imaging; active compounds read high; z-score at 5 µM; 190,000 compounds, 0.3% hits; AID 1625;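 active means z-score above 3 at 5 µM with at least 500 cells counted in the well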
# WT yeast gro inh: growth inhibition of WT yeast, mitochondrial fusion screen | mitochondrial fusion phenotypic screen, WT strain | inhibition, % at 10 µM | 190,000 compounds, 2.1% hits | AID 1362; in the data active means inhibition above about 58%; tested in S. cerevisiae
# HIV peptide binding: inhibitors of HIV fusion peptide binding, primary screen, biochemical, uHTS, fluorescence dequenching (AID 1986) | inhibition, % at 20 µM; hits with a dose series show IC50 in µM | cell-free peptide binding, fluorescence dequenching, 30 min; higher % means a stronger effect | 290,000 compounds, 0.3% hits; in the data active means inhibition mostly above about 52%, no sharp cut-off; inactive means mostly below about 76%; further: some results filed as inactive read as strong as hits
# AID2073: disruptors of CaV2.2 binding to Mint1 – biochemical, HTRF (AID 2073) | HTRF protein-protein interaction, Mint1-CaV2.2; higher % means a stronger effect | one-dose inhibition, % at 20 µM; IC50 in µM for titrated hits | 290,000 compounds, 0.19% hits; in the data active means inhibition mostly above about 51%, no sharp cut-off; further: some results filed as inactive read as strong as hits
# Yfh1-off respiration: mitochondrial function rescue without frataxin homolog – Friedreich's ataxia, plus single-dose screen, dose response (AID 1465); fold induction at 50 µM, or EC50 in µM where a hit was titrated; 220,000 compounds, 0.074% hits; S. cerevisiae Yfh1-off respiration, WST-1 reduction, 72 h; higher fold induction means a stronger effect;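 active means fold induction of absorbance versus untreated yeast above a set limit, then at least 30% activation at any dose in follow-up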;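 further: activators that raise dye reduction in frataxin-depleted yeast; strong numbers were not always called active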
# Dynein cargo inh: blocks dynein driven cargo transport along microtubules. 3617.4 mouse cells, GR-EGFP nuclear translocation imaging; test concentration mostly 20 µM; stimulated with dexamethasone, 1 µM; active compounds read low. z-score, hits read low. 220,000 compounds, 0.47% hits;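 active means plate z-score of nuclear minus cytoplasmic receptor signal below a set negative limit, without overly bright fluorescence or cell loss, cut at about -3.5 in these data, passing the limit was not always enough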;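 further: z-score of nuclear minus cytoplasmic ring GR-EGFP intensity difference per well; some compounds called inactive have numbers as strong as hits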
#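 Also added – dexamethasone, 1.0 µM final · Buffer or medium – tet-free, stripped-serum medium · Schedule – induction 48 h, compound 1 h, agonist 30 min · Detection – formaldehyde fixation, Hoechst nuclear stain, 10x automated fluorescence imaging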
# Autophagy HCS: alters autophagy in cells. MEF GFP-LC3 puncta imaging; test concentration mostly 10 µM. calls only at 10 µM (by protocol). 190,000 compounds, 0.98% hits;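 active means percentage of spot-positive cells more than 3 SD above its plate mean, without a fluorescence outlier flag or 80% toxicity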;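 further: spot-positive cell cutoff set from DMSO-treated cells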
# bCat nuc transl: alters nuclear translocation of beta-catenin in HeLa cells; immunofluorescence imaging; nuclear translocation activity, % at 5 µM; 190,000 compounds, 0.3% hits;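 active means nuclear translocation activity above 50% at 5 µM, with a well cell count of 50 or more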;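 further: per-cell ratio of nuclear to cytoplasmic median beta-catenin stain intensity; plate controls were DMSO negative control for no effect and GSK-3 inhibitor IX positive control for full effect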
#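 Technique: fluorescence imaging of beta-catenin antibody stain plus DAPI / Material: human HeLa cell line / Incubation: compound treatment 24 h, 37°C, 5% CO2 / Read-out basis: % activation of per-cell nuclear versus cytoplasmic median beta-catenin signal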
# WT yeast gro inh mutant strain: second read-out of WT yeast gro inh, no call of its own (marks repeat the call); inhibition, %; mitochondrial fusion phenotypic screen, mutant strain inhibition
# Dynein cargo inh cytoplasmic EGFP: recorded beside Dynein cargo inh, whose call it bears; z-score; measured here: cytoplasmic GR-EGFP intensity; active compounds read high
# Dynein cargo inh nuclear GR-EGFP: further read-out of Dynein cargo inh, marked with its call; z-score; measured here: nuclear GR-EGFP intensity;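 lower value marks the stronger effect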
# Dynein cargo inh cell count: second read-out of Dynein cargo inh, no call of its own (marks repeat the call); z-score; measured here: cell count per field
# Insulin prom up cell count: further read-out of Insulin prom up, marked with its call; cell count; measured here: cytotoxicity, nuclei count;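 total cells summed across four imaged fields per well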
# bCat nuc transl cell count 5 µM: also measured in bCat nuc transl; calls as there; cell count; measured here: cell count, cytotoxicity flag
# MT stabilizer Hoechst-high %: second read-out of MT stabilizer, no call of its own (marks repeat the call); % Hoechst-high responders; measured here: nuclear condensation Hoechst responders;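 share of cells brighter than vehicle mean plus two SD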
# MT stabilizer cytotoxicity %: further read-out of MT stabilizer, marked with its call; toxicity, %; measured here: cytotoxicity by cell density;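 0% = mean cell density of plate MIN control wells and 100% = no cells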
# Autophagy HCS cell loss 18 h: further read-out of Autophagy HCS, marked with its call; toxicity, %; measured here: cell loss, nuclei count;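 cell loss after 18 h compound exposure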
# An asterisk follows results filed as active; i = inactive; x = not tested or not shown; + = active, no number.
Structure	MT stabilizer	MT stabilizer Hoechst-high %	MT stabilizer cytotoxicity %	Insulin prom up	Insulin prom up cell count	WT yeast gro inh	WT yeast gro inh mutant strain	HIV peptide binding	AID2073	Yfh1-off respiration	Dynein cargo inh	Dynein cargo inh cytoplasmic EGFP	Dynein cargo inh nuclear GR-EGFP	Dynein cargo inh cell count	Autophagy HCS	Autophagy HCS cell loss 18 h	bCat nuc transl	bCat nuc transl cell count 5 µM
Cn1ncc(Cl)c1C(=O)N1CCCc2ccccc21	2.0	1.7	7.7	-0.78	1010	4.6	-7.6	-1.2%	0.5%	i	2.48	-0.186	1.97	-1.9	i	-6.6	-2.1	1200
O=C(CC(=O)c1cccc([N+](=O)[O-])c1)Nc1ccccc1Cl	2.4	2.7	6.0	-0.36	1269	-3.8	-10.6	1.4%	-3.0%	i	1.03	0.0747	0.749	-0.624	i	1.6	-2.7	1107
CCc1nc(-c2ccc(OC)c(OC)c2)cc2cc(OC)c(OC)cc12	1.4	2.0	8.1	-0.81	1424	-8.5	10.0	-0.3%	1.9%	i	0.232	-0.213	0.288	0.107	i	-1.6	2.1	1065
Cc1cc(Cl)n2nc(C)c(-c3ccc(Cl)cc3)c2n1	x	x	x	-5.26	632	1.1	9.6	1.6%	-1.3%	i	-0.689	-0.257	-0.049	1.15	i	17.2	0.3	1105
COc1ccc(C(=O)Nc2ccc(N3CCN(Cc4ccccc4)CC3)cc2)cc1	2.9	2.9	8.8	-0.63	1542	5.3	3.0	0.9%	15.7%	i	0.242	-0.206	0.576	-0.445	i	-5.6	1.7	1609
Cc1ccc(C)c2sc(NC(=O)CN3C(=O)CCC3=O)nc12	x	x	x	0.77	978	x	x	-0.9%	9.6%	i	-0.453	-0.0217	0.257	1.13	x	x	0.8	1268
CC(=O)NC1=NN(C(C)=O)C2(S1)C(=O)N(C(C)=O)c1ccc(C)cc12 (stereo not drawn)	1.9	1.3	7.1	-0.42	1255	3.6	16.9	-0.2%	3.8%	i	0.206	-0.163	-0.0415	0.13	i	9.7	0.7	1058
Cc1ccccc1OC1=NS(=O)(=O)c2ccccc21	1.3	1.4	8.1	0.41	1445	-16.5	-7.6	0.1%	2.9%	i	-1.1	-0.245	-0.153	0.343	i	1.2	-1.4	994
COCCn1c(SCC(=O)Nc2ccc(C)cc2C)nc2c(oc3ccccc32)c1=O	3.6	3.1	4.2	1.61	1255	-10.5	-13.2	0.0%	23.7%	i	0.473	0.429	1.22	-1.81	+	17.4*	x	x
N#Cc1cn(CC(=O)NCCc2c[nH]c3ccccc23)c2ccccc12	2.1	1.8	5.0	0.28	1306	-9.8	1.6	1.4%	4.1%	i	-0.163	-0.197	0.575	0.178	i	5.0	-0.8	1021
COC(=O)COc1ccc(S(=O)(=O)NC2CCCCCC2)cc1	1.7	2.5	7.9	0.67	1313	-0.4	-3.0	-0.3%	4.4%	i	0.342	-0.291	0.0788	0.135	i	-5.1	-3.7	1201
COc1ccc(CNC(=O)Nc2ccc(OC)cc2)cc1	2.6	1.5	7.1	-0.25	1266	-12.0	-14.6	-2.4%	-3.2%	i	2.11	-0.228	1.62	-0.725	i	-5.1	x	x
COc1ccc(Cc2nnc(NC(=O)Cn3cnc4c3c(=O)n(C)c(=O)n4C)s2)cc1OC	2.5	1.1	4.8	1.3	1453	0.6	6.0	-1.3%	-25.7%	i	0.789	-0.205	-0.237	-1.52	i	-8.1	-0.4	1423
O=C(Cc1cccs1)NNC(=S)NCc1ccco1	1.7	1.8	2.4	-0.37	1493	3.9	16.6	0.4%	-18.5%	i	2.29	-0.199	1.4	-1.57	i	17.7	-0.7	1030
NNC(=O)Cn1c(SCc2ccccc2)nc2ccccc21	1.0	1.0	11.5	x	x	23.8	13.4	2.2%	3.2%	i	0.473	-0.307	-0.0992	0.0921	i	9.7	x	x
O=C(c1ccco1)N1CCN(C/C=C/c2ccccc2)CC1	2.0	4.6	8.1	0.43	1290	-22.6	-13.9	-2.5%	0.0%	i	-0.0859	-0.208	0.22	0.309	i	2.7	-0.3	1443
COC(=O)C1=C(C)NC(=S)NC1c1ccc(-c2cccc(Cl)c2)o1 (stereo not drawn)	10.6	10.0	20.5	0.53	1243	34.0	-8.9	35.5%	33.8%	i	-0.13	-0.249	-0.399	0.319	i	-0.9	x	x
O=C1c2cnc3ncnn3c2CC2c3ccccc3CCN12 (stereo not drawn)	3.9	2.0	3.5	-0.9	1147	-18.4	-1.2	-0.2%	5.9%	i	0.452	-0.0943	0.4	-1.49	i	19.3	0.1	1176
CCN(CC)C(=S)Nc1ccc(OC(F)F)cc1	3.1	2.1	8.6	0.37	1645	5.6	21.0	-1.3%	-12.1%	i	1.33	-0.26	1.08	0.0896	i	10.8	-6.6	1117
COc1ccc(C(=O)C2CCN(C(=S)NCCc3ccccc3)CC2)cc1	3.4	1.5	4.3	-1.36	1314	-6.1	-7.4	-0.9%	17.2%	i	-0.222	-0.228	-0.0272	0.354	i	18.3	1.6	1044
COc1ccc2[nH]c3c(N4CCc5ccccc5C4)ncnc3c2c1	x	x	x	x	x	x	x	-3.5%	8.7%	x	1.32	0.0559	1.22	-0.454	x	x	115.4*	282*
COc1ccccc1NC1=NC2(CCCC2)N=C(N)N1	2.5	1.8	14.7	0.58	1278	1.6	5.8	2.2%	-1.1%	i	-0.984	-0.272	-0.395	1.22	i	-1.4	x	x
CCc1cccc(N=c2c([N+](=O)[O-])nn(-c3ccc4c(c3)OCCO4)n2O)c1	4.6	1.1	7.5	-0.17	931	37.7	-29.9	-3.3%	6.7%	i	1.66	-0.15	0.848	0.127	i	12.0	-1.6	1132
COc1ccc(-c2cc(N)n(S(=O)(=O)c3ccc(F)cc3)n2)cc1OC	2.7	2.7	9.8	1.24	946	0.5	-10.3	-4.0%	-9.2%	i	2.2	-0.0267	1.27	-0.925	i	6.7	-1.3	1127
O=C(CSc1nc2ccccc2o1)N/N=C/c1ccc(C(=O)O)cc1	x	x	x	-0.52	1069	x	x	-0.7%	-6.0%	i	-0.308	-0.019	0.239	0.183	x	x	1.0	1279
CC(C)(C)c1ccc(/C=C/C(=O)N2CCN(c3ncccn3)CC2)cc1	3.3	2.6	1.2	0.29	1284	10.6	-2.7	0.5%	3.5%	i	-0.0935	-0.273	0.056	0.449	i	14.1	-3.2	536
CCN(CC)C(=O)C[n+]1ccc(C(N)=O)cc1	2.5	3.1	6.8	0.11	1185	-4.8	12.7	-2.5%	-6.2%	i	-0.0756	0.0279	0.124	-1.78	i	27.5	x	x
CCOC(=O)NC(c1ccccc1)C1CCCCC1=O (stereo not drawn)	1.8	1.3	8.1	x	x	-1.9	-1.8	-1.3%	0.1%	i	-0.586	-0.209	-0.0753	-0.0659	i	-2.9	x	x
Cc1cccc(NC(=O)N2CCCC2C(=O)NCc2cccs2)c1 (stereo not drawn)	2.0	1.6	4.4	-0.83	808	-12.9	22.0	0.3%	2.2%	i	-0.244	-0.166	-0.179	0.474	i	7.5	1.4	1081
COc1ccc(N=C2S/C(=C\c3ccc(OCC(=O)O)cc3)C(=O)N2CCc2c[nH]c3ccccc23)cc1	1.8	2.3	4.5	1.28	1288	-13.3	-17.4	12.6µM*	35.3%	i	1.17	0.0707	0.637	-1.11	i	1.9	0.9	1489
COc1cc2c(cc1OC)C(COc1ccccc1OC)N(C(=O)C(C)C)CC2 (stereo not drawn)	1.9	1.9	11.1	-0.39	1177	-4.4	6.5	2.7%	7.2%	i	-0.657	-0.251	-0.586	1.13	i	-6.4	x	x
Cc1ccccc1C(=O)N/N=C1/SCC(=O)N1Cc1ccc2c(c1)OCO2	2.7	1.3	15.0	x	x	1.5	14.2	-0.9%	1.0%	i	-0.239	-0.241	0.0404	-0.262	i	0.3	0.5	1110
COc1ccccc1NC(=O)NCc1ccccc1F	2.7	1.7	8.4	0.13	1444	9.0	13.2	-0.2%	11.2%	i	2.42	-0.0736	1.49	-1.53	i	9.0	2.2	1011
COc1ccc(C(=O)Nc2ccc(Cc3ccncc3)cc2)cc1Br	3.0	1.4	7.2	-0.06	1436	35.1	28.1	-0.3%	0.0%	i	-0.766	-0.292	-0.196	0.781	i	-40.9	-0.7	1476
Cn1c(SCC(=O)Nc2cccc(F)c2)nnc1-c1cccnc1	2.0	3.8	8.5	-0.6	1456	4.2	2.9	4.0%	4.9%	i	-0.536	0.174	0.0739	1.25	i	2.8	0.4	1124
CN(C)CCCn1c(SCC(=O)Nc2sc3c(c2C#N)CCCC3)nnc1-c1ccncc1	1.1	1.5	4.7	0.03	919	-3.0	8.6	1.2%	-10.1%	i	0.318	-0.0488	0.485	0.188	i	-3.7	-2.0	1185
O=C(CSc1nnc(-c2ccccc2Br)o1)Nc1cccc2ccccc12	3.2	1.9	5.7	0	1966	-5.0	-0.4	5.2%	-2.6%	i	0.626	0.406	1.28	-1.55	i	1.4	-0.6	1066
Cc1ccc(C2=CSC3=NS(=O)(=O)CCN23)cc1	4.5	2.0	0.2	0.35	1600	-2.4	-17.3	-0.9%	2.6%	i	0.383	-0.215	-0.0577	-0.0476	i	-12.3	-0.3	1053
